# High-throughput results as filed in PubChem BioAssay.
# TNAP Pi inh – human TNAP enzyme inhibitors, primary screen, biochemical, colorimetric, phosphate release readout | AID 614, 2007 | purified TNAP, pNPP, malachite green phosphate absorbance | 21,000 tested, under 10 active | inhibition, % at 20 µM
# Target sequence (P05186 whole entry, looked up): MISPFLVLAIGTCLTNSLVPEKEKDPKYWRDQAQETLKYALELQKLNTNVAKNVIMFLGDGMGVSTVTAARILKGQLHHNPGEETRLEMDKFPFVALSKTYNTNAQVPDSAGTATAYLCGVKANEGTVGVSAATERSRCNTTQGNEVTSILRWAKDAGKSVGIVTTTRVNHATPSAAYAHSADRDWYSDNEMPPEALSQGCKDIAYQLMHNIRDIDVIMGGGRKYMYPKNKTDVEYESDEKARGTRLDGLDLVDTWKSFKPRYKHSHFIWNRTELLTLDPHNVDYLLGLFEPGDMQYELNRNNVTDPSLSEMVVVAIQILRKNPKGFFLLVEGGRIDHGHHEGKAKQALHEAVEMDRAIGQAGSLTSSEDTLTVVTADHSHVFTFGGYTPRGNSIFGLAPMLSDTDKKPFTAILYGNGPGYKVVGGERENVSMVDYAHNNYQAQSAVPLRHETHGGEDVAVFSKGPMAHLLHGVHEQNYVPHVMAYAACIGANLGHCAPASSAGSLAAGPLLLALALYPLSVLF
# TNAP inh pNP – human TNAP enzyme inhibitors, primary screen, biochemical, colorimetric, p-nitrophenol readout; purified TNAP, pNPP hydrolysis, absorbance 405 nm; AID 615, 2007; 21,000 tested, under 10 active; inhibition, % at 20 µM;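 further: 0% = DMSO only wells and 100% = 1 mM levamisole wells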
# Starred values were filed as active, the others as inactive.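 How the source made its calls: active means inhibition above 50% at the 20 µM single-dose screen; inactive means the rest.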
SMILES | TNAP Pi inh | TNAP inh pNP
COc1ccc(CCNC(=O)NC2CCCCC2)cc1OC | 11 | 2
COc1cccc(C(=O)CSc2nnc(-c3cccs3)o2)c1 | 6 | 0
CC(=O)N(Cc1cc(=O)[nH]c2ccccc12)c1ccc(C)cc1 | 12 | 8
O=C(O)c1ccccc1C(=O)NCc1ccccc1 | -5 | 6
CCCn1c2c(c(O)c(C(=O)Nc3ccccn3)c1=O)CCCC2 | 9 | 3
COc1ccccc1-c1nnc2sc(COc3ccccc3)nn12 | 3 | -2
Cc1ccccc1OCC(=O)N(Cc1cccs1)C1CCS(=O)(=O)C1 (centres undefined) | 3 | 9
CC(C)CN1C(=O)c2ccc(C(=O)Nc3ccncc3)cc2C1=O | 10 | 6
CC1(C)Cc2c(sc3c2C2=NCCN2C=N3)CS1 | 9 | 4
O=C(NCc1cccnc1)c1ccc(COc2ccc3c(c2)CCC3)o1 | 12 | 5
COc1ccc(C(=O)CSc2nnc(CNC(=O)c3ccc(OC)cc3)n2C)cc1 | 10 | 0
Cc1c(NC(=O)C(CC(=O)O)NCc2ccco2)c(=O)n(-c2ccccc2)n1C (centres undefined) | 12 | 6

# (further entries)
SMILES | TNAP Pi inh | TNAP inh pNP
Cc1cc(C(=O)Nc2cccnc2)cs1 | 8 | 2
COc1cc(NC(=O)c2ccc3c(c2)OCO3)ccc1NC(=O)C(C)C | 10 | 8
CCCCC1CCC(c2nc(-c3cccnc3)no2)CC1 (centres undefined) | 0 | -1
Cc1ccc(Nc2nc(C(=O)NCc3ccco3)cs2)cc1 | 0 | -5
CCN(CC)Cc1c(O)ccc2c(C)c(CC(=O)OC)c(=O)oc12 | 0 | 0
CCn1c(SCC(=O)c2ccccc2)nnc1-c1ccoc1C | 8 | 2
CCOC(=O)CSC1=C(C#N)C(c2ccc3c(c2)OCO3)CC(=O)N1 (centres undefined) | -1 | 5
Cc1cc(C)nc(NC(=O)C(C)N2C(=O)c3ccccc3C2=O)n1 (centres undefined) | 2 | -4
CCCCS(=O)(=O)Nc1ccc2c(c1)ncn2C1CCCCC1 | 18 | 7
Cc1nnc(SCC(=O)NCc2cccs2)[nH]c1=O | 14 | 7
CC(=O)Nc1ccc(S(=O)(=O)Nc2cccc(C(=O)NC(C)(C)C)c2)cc1 | 0 | 3
COC(=O)c1cccc(N2C(=O)c3ccccc3S2(=O)=O)c1 | -7 | -18

# Continuation.
SMILES | TNAP Pi inh | TNAP inh pNP
Cc1[nH]c2ccccc2c1NC(=O)CN1CCN(c2cccc(C(F)(F)F)c2)CC1 | 4 | 1
CC1(C)NC(=O)N(CC(O)COC2CCCCC2)C1=O (centres undefined) | 9 | 3
Cc1cccc2nc(CNc3ccc(F)cc3)cn12 | 4 | 0
O=C(COc1ncnc2ccccc12)NC(=O)NCc1ccccc1 | 11 | 5
COc1cccc(NC(=O)C2CCCN(S(=O)(=O)c3ccc(-n4cnnn4)cc3)C2)c1 (centres undefined) | 3 | 0
COC(=O)COc1ccc(S(=O)(=O)Nc2ccc3c(c2)OCCO3)cc1Cl | 3 | 0
Cc1ccc2c(C(=O)CN3CCN(C4CCCCC4)CC3)c(C)[nH]c2c1 | 9 | 5
O=C(CSc1nnc(-c2cc3ccccc3cc2O)n1Cc1ccco1)c1ccc(F)cc1 | 2 | -1
COc1cc2nc(C3CC3)n(NC(=O)c3ccc(F)cc3)c(=O)c2cc1OC | 4 | -1
CCOc1cc(S(=O)(=O)Nc2ccc(Cl)cn2)ccc1F | 16 | 1
Nc1cc(=O)[nH]n1C1CCN(c2ccccc2)CC1 | 10 | 7
COc1ccc(CCn2c(C)ccc2C)cc1OC | 8 | 3

# Additional records follow:
SMILES | TNAP Pi inh | TNAP inh pNP
CCCOc1ccc(N2C(=O)C3ON(c4ccccc4)C(c4ccc(O)c(OC)c4)C3C2=O)cc1 (centres undefined) | 7 | 0
Cc1cc(C)nc(NS(=O)(=O)c2ccc(NC(=O)NC3CCCCC3)cc2)n1 | -6 | 0
O=C(NC1CC2CCCC(C1)N2C(=O)Nc1ccccc1)c1ccncc1 (centres undefined) | 6 | 0
COc1cc(CN2CCC(C(=O)N3CCN(c4ccccc4F)CC3)CC2)cc(OC)c1OC | 14 | 0
COc1cc(-c2nn3c(COc4ccccc4)nnc3s2)cc(OC)c1OC | -8 | -5
CCN(CC)C(=O)CSc1nc2ccccc2c(=O)n1CC1CCCCC1 | -5 | -2
CCOC(=O)C1=C(N)Oc2cc(C)n(CCc3ccc(OC)c(OC)c3)c(=O)c2C1c1cccnc1 (centres undefined) | -3 | -4
CN1CCN(C(=O)c2ccccc2-c2nc(-c3ccc(Cl)cc3)no2)CC1 | -7 | -14
CCOC(=O)c1ccccc1NC(=O)COc1ccccc1 | -1 | 5
Cn1ncc(C#N)c1/N=C/N1CCOCC1 | -4 | 8
O=C(NCC1CCCO1)c1ccccc1-c1nc(-c2ccccc2)no1 (centres undefined) | 7 | 5
Cc1cc(C(c2nnnn2Cc2ccccc2)N2CCOCC2)c(C)n1-c1ccc2c(c1)OCO2 (centres undefined) | 12 | 4

# Next section.
SMILES | TNAP Pi inh | TNAP inh pNP
O=C(CCCCCC(=O)N(CCO)CCO)N(CCO)CCO | 8 | 2
CC(C)=CCC/C(C)=C/CCC(C)NCCN1CCNCC1 (centres undefined) | -4 | -13
COc1ccc(Cl)cc1NC(=O)N1CCN(CCc2ccccc2)CC1 | 8 | 3
COc1ccc(-n2c(=O)c3c4c(sc3n3c(C)nnc23)CC(C)CC4)cc1 (centres undefined) | 0 | 0
COC(=O)c1ccccc1NC(=O)C1CCCC1 | -4 | -6
CC(=O)Nc1c(O)nc(SCC(=O)Nc2ccc(C(C)=O)cc2)[nH]c1=O | 16 | 1
Cn1c(=O)[nH]c(=O)c2c1nc(Br)n2CC(O)c1ccccc1 (centres undefined) | 10 | 4
CCN(C#N)c1nc(N(C)C)nc(N(C)C)n1 | 1 | 4
Cn1c(Br)nc2c1c(=O)n(CC(O)COc1ccccc1)c(=O)n2C (centres undefined) | 9 | 7
CC(=O)NS(=O)(=O)c1ccc(N)cc1 | -29 | -2
O=C(/C=N/O)NCc1cccnc1 | 11 | 8
Cc1ccc2cc(CN(CCCN3CCOCC3)C(=O)NC3CCCCC3)c(=O)[nH]c2c1C | 10 | 2

# (list continues)
SMILES | TNAP Pi inh | TNAP inh pNP
COc1ccc(-c2cnc(N)nc2-c2ccc(OC)cc2O)cc1 | 9 | 4
Cc1ccc2c(c1)CCCN2C(=O)c1cccs1 | 9 | 2
COc1cc(OC)c(OC)cc1CNCCNC(=O)c1nonc1N | 19 | 10
CN1C(=O)c2ccc(N(C)C)cc2C1=O | 0 | 0
CC/C(CC(C)(C)c1ccccc1)=N\O | 4 | 8
O=C(CSc1nnnn1Cc1ccccc1)NCCc1ccccc1 | 6 | 3
O=C(O)CS(=O)(=O)CC(=O)O | 11 | 3
COc1ccc(C(=O)N(Cc2ccco2)Cc2cc3cc(C)ccc3[nH]c2=O)cc1OC | 14 | 6
COc1ccc(OCCSc2ncccn2)cc1 | 15 | -1
CS(=O)(=O)N1CCN(c2nc(-c3ccccc3)cs2)CC1 | 7 | -3
CCOC(=O)CN1C(=O)C(C)(C)Oc2ccc(C(=O)Nc3ccccc3OC)cc21 | 12 | 11
COc1cccc(C2=CC(c3ccc(N(C)C)cc3)n3nnnc3N2)c1 (centres undefined) | 6 | 3

# (further entries)
SMILES | TNAP Pi inh | TNAP inh pNP
CCOC(=O)c1ccccc1NC(=O)CSc1ncc(C(=O)OCC)c(N)n1 | 12 | 5
COCCn1nnnc1C(c1ccc(Cl)cc1)N1CCSCC1 (centres undefined) | 14 | 7
NC(=O)C1CCN(c2nc(C3CC3)nc3c2nnn3Cc2ccccc2)CC1 | 6 | -1
NC(=O)CCn1c(=O)oc2ccccc21 | 0 | 0
CN(C)c1nc(Oc2ccc(=O)[nH]n2)nc(N2CCCCC2)n1 | 1 | 7
Cc1ccc(SCc2cn3c(C)csc3n2)cc1 | 5 | 3
O=C(NCC1CCCO1)c1ccc(NC(=O)C2CC=CCC2C(=O)O)cc1 (centres undefined) | -17 | 3
COCCCNC(=O)c1ccc(NS(C)(=O)=O)cc1 | 0 | 0
Cc1c(C(=O)N2CCN(c3ccc(C(F)(F)F)cn3)CC2)oc2ccccc12 | -6 | -6
Cc1cccc2nc(CSCc3ccco3)cn12 | 18 | 4
COc1ccc(-c2csc(N(CC3CCCO3)C(=O)c3ccco3)n2)cc1 (centres undefined) | 7 | 7
CCCOc1cc(CN2CCCCC2)cc(C(C)=O)c1 | 4 | -1

# The listing continues:
SMILES | TNAP Pi inh | TNAP inh pNP
CC1(C)CC(=O)C(C=NCCN2CCN(C(=O)C34CC5CC(CC(C5)C3)C4)CC2)=C(O)C1 | 7 | 1
c1ccc2c(c1)CCOC2CNCCCN1CCCCC1 (centres undefined) | 11 | 4
Cc1ccc(-n2ncc3c(N4CCN(c5ccccc5)CC4)ncnc32)c(C)c1 | 5 | 3
CC(C)C(=O)Nc1cccc(C(=O)Nc2nccs2)c1 | 11 | 3
CN1CCN(Cc2cc(=O)oc3ccc(Cl)cc23)CC1 | 0 | -10
CN(CCOC(=O)c1ccc2c(c1)OCCO2)Cc1ccccc1 | 7 | 2
O=C(Oc1ccccc1OC(=O)N1CCOCC1)N1CCOCC1 | 8 | 1
COc1cc(C)nc(OCCNC(=O)COc2ccc(Cl)cc2Cl)n1 | 7 | 4
Cc1cn([C@H]2C=C[C@@H](CO)O2)c(=O)[nH]c1=O | 10 | 5
O=C(NCCCCNC(=O)c1ccco1)c1ccco1 | 15 | 5
CCN(CC)c1ncnc2c1cnn2C | 9 | 2
CCC1(C)Cc2c(c(=O)n(-c3ccccc3)c3ncnc(N)c23)CO1 (centres undefined) | 11 | 2

# (further entries)
SMILES | TNAP Pi inh | TNAP inh pNP
CCOc1ccc(NC(=O)c2nn(C)cc2Br)cc1 | 6 | 1
Cn1c(=O)[nH]c(=O)c2c1nc(NCCc1ccccc1)n2CC(O)COc1ccccc1 (centres undefined) | -8 | -2
Oc1ccc(C(c2nnnn2C2CCCC2)N2CCc3ccccc3C2)cc1 (centres undefined) | 6 | 3
COc1ccc2c(c1)[nH]c1c(=O)n(CC3CCCO3)cnc12 (centres undefined) | 4 | -1
CCOC(=O)c1c(C2CC2)csc1NC(=O)CSCc1c(C)noc1C | 7 | 3
COc1cc([C@H]2[C@@H]3CCCC[C@]3(O)CCN2Cc2ccccc2F)ccc1O | -4 | -16
O=c1c2c(n3nnnc3n1Cc1ccccc1)-c1ccccc1CC21CCCC1 | 1 | 0
CCOC(=O)c1ccc(N2C(=O)C3C(C2=O)C(C(=O)c2ccc(Cl)cc2)N2CCCC32)cc1 (centres undefined) | -17 | 2
CCN(CC)C(=O)C(C)OC(=O)COc1ccc(Cl)cc1C (centres undefined) | 8 | 4
CC(=Nc1cccc(O)c1)c1sc2ccccc2c1O | 2 | 3
COc1ccc(C(=O)NC2=C(C#N)CCC2)cc1OC | 8 | 1
O=C(c1ccco1)N(CC1CCCO1)c1nc(-c2ccccc2)cs1 (centres undefined) | 11 | 4

# Other structures
SMILES | TNAP Pi inh | TNAP inh pNP
COc1cc(NS(=O)(=O)c2ccc(N)cc2)nc(OC)n1 | 5 | 2
Cc1nc2sc3c(c2c(=O)o1)CCCC3 | 15 | 2
COC(=O)c1cc2nc(-c3ccc(OC)cc3)cc(C(F)(F)F)n2n1 | 9 | 0
CCn1cc(C(=O)NCc2ccccn2)c(=O)c2cc(F)c(N3CCN(C)CC3)cc21 | 9 | 4
CC(CN1CCN(C)CC1)OC(=O)c1ccc(Cl)cc1Cl (centres undefined) | -10 | 3
CNc1sc(C(=O)c2cccs2)c(N)c1-c1nc2ccccc2s1 | 3 | -5
O=C(c1cccs1)N1CCn2c1nc1ccccc12 | 5 | 1
Cc1ccc(-n2c(C)nc3oc4ccccc4c(=O)c3c2=O)cc1 | 3 | 8
Cc1cc(-c2nn3c(-c4ccccc4)nnc3s2)c2ccccc2n1 | 12 | 6
O=C(C1CCCCC1)N1CCC(c2nc3ccccc3[nH]2)CC1 | 6 | 0
COCCn1c(-c2ccc(Cl)cc2)cnc1SCC(=O)NCc1cccs1 | -4 | -14
O=C(CN1C(=O)CCC1=O)Nc1ccc2c3c(cccc13)CC2 | 15 | 0

# The list goes on:
SMILES | TNAP Pi inh | TNAP inh pNP
CC(=O)C1=C(O)C(=O)N(CCN(C)C)C1c1ccc(Cl)cc1 (centres undefined) | 8 | 3
Cc1ccc(NS(=O)(=O)c2cc(C(=O)N3CCOCC3)ccc2C)cc1 | 10 | 0
CCC(=O)Nc1nc2ccccc2n1CCN(C)C | 5 | 0
O=C(O)c1cscn1 | 4 | 1
CC(=O)N(CN1C(=O)c2ccccc2C1=O)c1ccccc1 | 9 | 0
CC(C)NC(=O)c1ccccc1-c1nc(-c2ccccc2Cl)no1 | 8 | 1
Cc1cccc(/N=C/c2c(O)c3ccccc3oc2=O)n1 | 2 | -2
COc1ccc2nc(C)cc(C(=O)O)c2c1 | 5 | -7
CCOc1ccc2[nH]c(=O)c(CN(Cc3nnnn3Cc3ccccc3)CC3CCCO3)cc2c1 (centres undefined) | 14 | 6
c1ccc2[nH]c(-c3cscn3)nc2c1 | 7 | 4
CCC(=O)Nc1c(-c2cccs2)c(=O)c2ccccc2n1C | 9 | 2
O=C(COC(=O)c1ccco1)Nc1ccccc1 | -13 | 4

# New compounds follow:
SMILES | TNAP Pi inh | TNAP inh pNP
COc1ccccc1-c1nnn(CC#N)n1 | 10 | 4
Cc1cc(C(=O)CSc2nnc(-c3ccc(OC(F)F)cc3)o2)c(C)n1Cc1cccs1 | 6 | 1
CSc1ccc(N2C(=O)NC3(CCCCC3)C2=O)cc1 | 0 | -10
COc1ccc(C2C(C#N)=C(N)OC3=C2C(=O)CCC3)c(OC)c1OC (centres undefined) | 10 | 5
CCc1cc2c3c(c(=O)oc2cc1O)CCCC3 | 2 | 5

# These rows are one share of the data; count on the stated rates, not on these rows.
